Bioassay records as filed in PubChem BioAssay.
Keap1 Nrf2 FP – Keap1-Nrf2 (human) interaction inhibition | Q14145 | Keap1 Kelch-Nrf2 peptide fluorescence polarization, 1536-well | inhibition, % at 9.4 µM | 0.15% of 340,000 active | AID 504523; in the data active means inhibition above about 12%;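 further: human Keap1 Kelch domain with fluorescein labeled Nrf2 9mer peptide probe; 0% = neutral control wells and 100% = peptide positive control; higher means more block of Keap1 binding to Nrf2 peptide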
Mot1-301 SUMO – blocks SUMOylation pathway, rescuing yeast Mot1-301 growth. growth rescue, % at 18.8 µM. 1% of 320,000 active. S. cerevisiae Mot1-301 growth rescue, ATP luminescence, 38.5C; percent above DMSO median, 100 means doubled;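 active means every valid replicate shows activation above 250% relative to neutral control wells; inactive means the rest, any valid replicate at or below 250%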;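 further: OY570 slx delta 5 strain wells were the positive control but not used for scaling; some compounds called inactive have numbers as strong as hits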
NSD2 inh – inhibitors of human histone methyltransferase NSD2; NSD2 peptide methylation, AlphaScreen, 120 min; 0.54% of 310,000 active; O96028; inhibition, % at 12.5 µM; in the data active means inhibition above about 50%
RTF Ca sens act – increases calcium sensitivity of human cardiac regulated thin filaments | 0.24% of 340,000 active | IANBD-labeled TnC RTF fluorescence at EC20 calcium; 0% EC20 calcium, 100% full calcium | activation, % at 7.2 µM | P19429+P45379;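 active means activation above the mean over all tested compounds plus 3 SD, cut at about 30% in these data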;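 further: rise in fluorescence read as greater calcium sensitivity of cardiac thin filaments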
LANA DNA inh – inhibitors of KSHV LANA C-terminal domain DNA binding; MBP-C-LANA/FAM-LBS DNA binding, fluorescence polarization; inhibition, % at 9 µM; 0.078% of 340,000 active;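 active means highest replicate inhibition at or above 60% at 9 µM, even if other replicates fall short; inactive means all replicates below 60% inhibition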;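 further: 0% = neutral control wells and 100% = 4 µM acridine orange control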
Cardiac RTF inh – cardiac RTF calcium desensitization | P19429+P45379 | IANBD-labeled cardiac RTF, Ca2+ fluorescence | inhibition, % at 7.15 µM | 0.12% of 340,000 active | AID 493244;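 active means inhibition above the mean inhibition of all tested compounds plus 3 SD, cut at about 17% in these data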;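 further: assay run at fixed EC70 calcium of 1.6 mM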
CDK5 p35 inh – blocks human CDK5/p35 kinase activity; Q00535+Q15078; Recombinant CDK5/p35, ADP-Glo luminescence, 60 min; inhibition, % at 10 µM; 0.01% of 330,000 active; AID 488839;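 active means highest replicate inhibition of at least 50% and at least 75% of replicates reaching 50%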;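 further: plate controls were DMSO neutral control for no effect and GW8510 at 10 µM for full effect; many of its hits are not listed in these tables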
Target sequence (Q00535 whole entry, looked up): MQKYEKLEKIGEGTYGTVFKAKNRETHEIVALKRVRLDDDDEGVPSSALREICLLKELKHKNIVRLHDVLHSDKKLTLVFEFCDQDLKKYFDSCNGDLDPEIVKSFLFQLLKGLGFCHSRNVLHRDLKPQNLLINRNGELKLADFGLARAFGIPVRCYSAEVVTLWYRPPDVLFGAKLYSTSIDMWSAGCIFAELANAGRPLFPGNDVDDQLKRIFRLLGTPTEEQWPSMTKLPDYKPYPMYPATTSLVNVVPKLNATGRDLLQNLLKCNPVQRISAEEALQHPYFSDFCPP
Target sequence (Q15078 whole entry, looked up): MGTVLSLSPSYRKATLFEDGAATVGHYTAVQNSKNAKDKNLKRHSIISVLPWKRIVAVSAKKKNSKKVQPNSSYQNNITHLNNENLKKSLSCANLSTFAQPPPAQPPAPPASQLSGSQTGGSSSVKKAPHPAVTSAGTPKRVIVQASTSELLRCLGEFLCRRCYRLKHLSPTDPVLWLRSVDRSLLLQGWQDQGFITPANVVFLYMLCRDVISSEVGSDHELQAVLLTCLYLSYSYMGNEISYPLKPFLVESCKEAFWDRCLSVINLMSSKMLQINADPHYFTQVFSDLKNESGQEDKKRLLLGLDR
Rtt109 HAT inh – blocks Candida albicans Rtt109/Vps75 acetyltransferase activity. Q5AAJ8. purified Rtt109/Vps75, ThioGlo CoA-SH fluorescence, 4 h. inhibition, % at 34.9 µM. 0.16% of 330,000 active. AID 540336;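 active means inhibition of at least 50% in every replicate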
Target sequence (Q5AAJ8 whole entry, looked up): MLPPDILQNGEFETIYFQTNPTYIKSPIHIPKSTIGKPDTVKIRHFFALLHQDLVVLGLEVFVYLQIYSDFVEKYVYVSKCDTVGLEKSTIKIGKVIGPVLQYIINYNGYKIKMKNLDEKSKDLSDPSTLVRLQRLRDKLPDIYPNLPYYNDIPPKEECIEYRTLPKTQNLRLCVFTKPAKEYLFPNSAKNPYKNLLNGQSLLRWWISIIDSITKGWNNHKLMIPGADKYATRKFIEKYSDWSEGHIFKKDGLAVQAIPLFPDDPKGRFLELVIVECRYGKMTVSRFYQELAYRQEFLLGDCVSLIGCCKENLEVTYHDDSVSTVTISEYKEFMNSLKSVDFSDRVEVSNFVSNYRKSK
dFosB activator – activators of mouse delta FosB homodimer | P13346 | purified delta FosB, TAMRA-CDK5 oligo fluorescence polarization; percent of positive-control signal above neutral wells | activation, % at 25 µM | 0.99% of 340,000 active;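 active means mean activation above about 17%, with every replicate also reaching it, limit read from the data, passing the limit was not always enough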;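 further: fluorescence polarization rise as delta FosB binds a TAMRA Cdk5 AP-1 oligo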
PvdQ acylase – blocks Pseudomonas aeruginosa PvdQ acylase activity. AID 488965. purified PvdQ acylase, fluorescence plate reader. inhibition, % at 10 µM. 0.063% of 340,000 active; in the data active means inhibition above about 30%, passing the limit was not always enough;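 further: 0% = vehicle neutral wells and 100% = reference inhibitor wells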
PfHsp90 set2 – inhibits growth of yeast expressing Plasmodium falciparum Hsp90 | S. cerevisiae expressing PfHsp90, BacTiter-Glo ATP, 48 h; yeast lacking PDR1 and PDR3 efflux regulators | AID 504621 | 0.32% of 310,000 active | inhibition, % at 9.4 µM;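 active means every replicate shows inhibition above about 80%, whatever the replicate mean, limit read from the data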;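 further: 0% = DMSO neutral controls and 100% = 20 µM radicicol positive controls; yeast relying on Plasmodium falciparum Hsp90 in place of its own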
Starred values were filed as active, the others as inactive; / = not tested or not shown.

SMILES	Keap1 Nrf2 FP	Mot1-301 SUMO	NSD2 inh	RTF Ca sens act	LANA DNA inh	Cardiac RTF inh	CDK5 p35 inh	Rtt109 HAT inh	dFosB activator	PvdQ acylase	PfHsp90 set2
CSc1ccc(C(=O)C2CCCN(C(=O)c3ccsc3)C2)cc1 (configuration not stated)	3	14	0	-6	1.0	-3	-4.8	-3	-4	-8	4
Cc1nc2ccccc2[nH]c1=O	4	15	/	-1	-2.1	2	-2.9	2	2	-9	-1
CN(C)c1ccc(NC(=O)C2CCCN(S(=O)(=O)c3ccccc3)C2)cc1 (configuration not stated)	-5	0	-8	2	-0.1	-9	-0.5	-3	-8	-12	0
Cn1ncc2c(Nc3ccccc3Cl)nc(Cl)nc21	-5	4	-3	-4	-0.7	2	2.0	3	-1	-6	1
CC(=O)Nc1ccc(S(=O)(=O)NNC(=O)c2cccc(Cl)c2)cc1	-1	-7	-1	-7	0.9	1	1.2	/	-7	5	2
CCC(=O)N1c2ccc(S(=O)(=O)CCC(=O)NCc3ccc4c(c3)OCO4)cc2CC1C (configuration not stated)	-2	/	/	-3	1.3	-3	-0.2	-6	-1	-4	-17
COCC(=O)N(Cc1cc2ccc(C)cc2[nH]c1=O)c1cccc(C)c1	-3	-5	-1	-6	-1.4	-8	0.4	-1	-8	3	-12
Cn1c2ccccc2n2c(=O)c(=O)n(CC(=O)c3ccc(Cl)cc3)nc12	1	-1	-2	-5	-3.4	-4	2.3	3	-2	-14	-15
COC(=O)CCC(NC(=O)c1cc(-c2ccc3c(c2)OCCO3)oc1C)C(=O)OC (configuration not stated)	-1	-8	2	-3	-0.4	-13	0.5	5	-1	4	-12
S=C(NC1CCCCC1)N1CCOCC1	4	-13	-1	1	0.0	-6	0.3	-4	2	-16	14
O=C(Nc1ccc(S(=O)(=O)Nc2ncccn2)cc1)c1cccc(S(=O)(=O)N2CCOCC2)c1	-6	134	-1	-1	-1.1	-2	-0.9	-1	-2	-1	0
COc1ccc(NC(=O)CN2C(=O)NC3(CCCCCC3)C2=O)cc1Cl	-4	-19	-2	6	1.0	0	0.4	6	-2	10	-4
N#CCCN(C(=O)COC(=O)c1cccc(S(=O)(=O)N2CCCC2)c1)c1ccc(F)cc1	0	-5	-3	-1	0.2	-3	-2.0	-1	-12	-15	27
CCOC(=O)C1=C(C)N(c2ccc(OCC)cc2)C(=O)/C1=C\c1ccco1	0	-12	4	1	-1.8	-4	0.2	-6	-22	-5	-10
NC(=O)Cn1nc([N+](=O)[O-])nc1Oc1ccc(Br)cc1	0	-5	-2	-3	-0.1	-6	1.0	5	-4	-11	-15
CCCCC(O)(c1ccc(CC)cc1)C(CN1CCOCC1)c1ccccc1 (configuration not stated)	-1	108	1	-14	3.2	1	1.7	26	-11	-10	28
O=C(NCc1ccc(Cl)cc1)N1CCN(Cc2ccccc2)CC1	2	141	/	-2	-1.1	-2	-0.3	-2	-2	-7	-25
C/C=C(\C)CN1CCC(n2nccc2NC(=O)c2ccc3c(c2)OCO3)CC1	-4	2	2	1	0.0	-3	1.2	4	-14	13	-16
CC12CN3CCN(CC(C3)/C1=N/N=C/c1cccc([N+](=O)[O-])c1)C2	1	4	0	4	-0.7	-8	0.3	-3	6	-8	8
CC(Nc1n[nH]c(=O)[nH]c1=O)C(=O)N/N=C/c1ccccc1 (configuration not stated)	-2	3	0	-4	-0.5	0	1.8	26	0	8	-7
COc1ccc(C2C(C(=O)/C=C/c3ccco3)=C(O)C(=O)N2CCN2CCOCC2)cc1OC (configuration not stated)	-3	-2	72*	-3	2.2	-4	1.9	2	0	-7	/
COc1ccc(/C=C(/NC(=O)c2ccccc2)C(=O)NCCN2CCOCC2)cc1OC	8	-3	11	-3	0.4	-3	0.7	0	1	5	-6
Cc1cc(N2CCCC2=O)ccc1S(=O)(=O)NCCOc1ccccc1	-6	38	5	/	0.5	/	-3.7	0	-8	-11	41
O=C(CCC(=O)OCc1ccc(Cl)cc1)Nc1ccccc1	3	73	2	0	-0.4	-16	-0.3	0	-6	-1	-22
CCO[C@@H]1OC(C(N)=O)=C[C@H](c2ccc3c(c2)OCO3)[C@H]1CCCO	0	-6	/	-4	-1.6	-2	-1.6	-4	-11	-1	4
O=C(NCC(c1ccco1)N1CCc2ccccc21)c1ccccc1 (configuration not stated)	-4	2	14	1	-0.6	1	0.6	1	-4	-13	/
CC(C)(C)C(=O)OCC1OC(n2cnc(C(N)=O)n2)C(O)C1O (configuration not stated)	-6	-1	-6	11	-0.7	5	-3.0	1	-2	-18	-5
CCNC(=O)N(C)C[C@H]1N[C@@](C)(C(=O)OC)[C@H]2C(=O)N(C)C(=O)[C@@H]12	3	-8	/	-6	1.2	-7	-1.8	-3	-11	-14	-19
CN(C(=O)c1cc2nc(-c3ccco3)cc(C(F)(F)F)n2n1)C1CCCCC1	-1	-7	0	-1	3.0	2	-2.1	-11	-1	-2	-17
O=C(NCc1ccccc1Cl)/C(=C\c1cccnc1)NC(=O)c1ccccc1	-5	3	-3	-2	0.5	4	3.3	3	-7	-14	15
CCCn1nc(C(=O)Nc2nnc(CC)s2)c2ccccc2c1=O	2	146	-1	3	2.8	-8	1.0	-5	-7	-12	10
CN1/C(=C\C(=O)c2cccnc2)C(C)(C)c2ccccc21	-1	-3	-5	-4	1.3	-10	0.0	2	1	-10	-30
O=C1CCCN1c1ccc(S(=O)(=O)Oc2ccc(Cl)cc2)cc1[N+](=O)[O-]	3	1	2	-2	-2.0	-20	-0.7	1	4	3	-4
Cc1ccccc1C(=O)N1CCc2c([nH]c3ccccc23)C1C(F)(F)F (configuration not stated)	-4	11	-2	1	1.9	-3	-0.4	-5	-17	-14	-25
Cc1cc(N2CCN(C(=O)c3ccco3)CC2)c2ccccc2n1	-2	-2	0	-5	-1.1	4	0.8	31	4	7	-24
CCN(Cc1nc(-c2ccccc2)no1)C(=O)c1ccco1	-1	-12	0	2	0.8	-8	0.2	-5	-2	-12	-10
CC(=O)c1sc2nc(CSc3nnnn3-c3ccccc3)[nH]c(=O)c2c1C	-7	200	6	11	-5.3	-23	0.0	-3	-22	-11	-5
CC(C)OCCCN1CN(S(=O)(=O)c2ccccc2)c2nc3ccccc3nc21	-2	4	4	5	2.6	-3	-0.3	-10	-3	-11	-88
CC(C)c1ccc(NC(=O)C2CSC3(C)CCC(=O)N23)cc1 (configuration not stated)	0	-16	0	-4	0.5	0	-0.1	-3	-1	-11	-8
CN(CCOc1ccccc1)C(=O)c1ccc(F)c(S(=O)(=O)N2CCOCC2)c1	-1	-2	-3	-4	-0.2	-12	-0.8	0	-9	-2	/
Cc1cc(C)c(NC(=O)CSc2nnc(-c3ccncc3)n2Cc2ccco2)c(C)c1	-3	3	3	5	-0.1	-2	1.8	-4	-9	-20	-16
O=C1NC(=S)S/C1=C\c1cccc([N+](=O)[O-])c1	-7	/	6	0	-1.3	0	1.3	-5	4	-7	-18
O=C(CCc1nc2ccccc2c(=O)[nH]1)NNC(=O)COc1cccc(F)c1	-1	0	3	-3	0.5	-2	0.0	-1	13	-4	-7
O=C(O)C(Cc1ccccc1)n1c(=S)[nH]c2ccccc2c1=O (configuration not stated)	-7	-3	-4	3	-0.7	-15	-2.2	-5	-7	-10	-6
C/C(=N/NC(=O)c1ccc(Br)o1)c1ccncc1	-6	4	-2	3	0.9	4	0.5	-1	-6	-12	-19
CC1=CCC(COC(=O)Nc2ccccc2)CC1 (configuration not stated)	0	0	1	-6	0.0	-3	-0.2	-7	-1	-15	14
O=C(c1ccc(Br)o1)N1CCN(CCc2ccncc2)CC1	-5	7	23	0	-0.6	1	1.4	5	4	-5	-6
CC(C)OC(=O)/C(C#N)=C/c1c[nH]c2ccccc12	-5	7	0	-1	0.0	-5	-4.0	-4	-2	5	-11
CCOc1ccc(N2C(=O)C3CCCN3C2=O)cc1 (configuration not stated)	3	-2	-6	3	0.1	-5	-1.9	10	-2	-17	-10
CC(=O)N1CCc2cc(S(=O)(=O)NCCCN3CCC(C)CC3)ccc21	-5	-5	-1	-4	-0.3	-3	1.2	-5	5	-16	5
(continued)
SMILES	Keap1 Nrf2 FP	Mot1-301 SUMO	NSD2 inh	RTF Ca sens act	LANA DNA inh	Cardiac RTF inh	CDK5 p35 inh	Rtt109 HAT inh	dFosB activator	PvdQ acylase	PfHsp90 set2
O=C1CCCCC1Nc1ccc([N+](=O)[O-])cc1 (configuration not stated)	-15	/	2	-4	1.2	-2	-1.1	-14	-4	11	0
O=C(NCCC(=O)N1CCCCC1)c1ccccc1Cl	0	4	-6	-4	-0.1	-2	0.1	-12	-7	-3	-8
O=C(C[C@@H]1C/C=C/CC[C@H](Cc2ccc(F)cc2)C(=O)O[C@H](c2ccccc2)CNC1=O)NCCO	-7	6	/	0	-0.8	4	1.6	2	1	11	-12
O=C(CCc1ccc(S(=O)(=O)N2CCOCC2)cc1)Nc1ccccc1F	0	149	1	3	-0.2	-12	0.0	-8	-2	-15	7
CCN(CC)C(=O)c1cccc(NC(=O)CC23CC4CC(CC(C4)C2)C3)c1	3	-19	-3	8	-1.3	-8	-1.6	14	-11	-16	-27
Oc1ccccc1/C=N/NC(=S)NC1CC2CC1C1C=CCC21 (configuration not stated)	-2	-18	3	4	-7.6	-3	1.6	19	-11	15	-22
CCC(C)NC(=O)C1CCCN(S(=O)(=O)c2ccc(-n3cnnn3)cc2)C1 (configuration not stated)	-5	690	-3	0	-0.4	-19	-2.1	-1	0	-12	-4
CCc1nnc(NC(=O)CCC(=O)NCc2ccc(C)cc2)s1	-2	-12	-1	0	-0.2	-4	2.8	19	2	11	6
CCOc1ccc(CNn2nnnc2N)cc1	-4	5	-2	4	-0.2	-1	0.0	-1	-5	-13	-2
CCOc1ccc(C(=O)Nc2cccc([N+](=O)[O-])c2)cc1Br	3	7	2	2	1.3	-8	0.1	-4	10	-7	-29
O=C(CSCc1ccc(Cl)cc1)N/N=C/c1ccco1	-1	/	-5	3	-1.0	-8	3.4	-1	-9	-2	-10
Cc1ccc2c(c1)cc(CN(Cc1cccs1)C(=O)c1ccco1)c1nnnn12	-7	14	-3	6	-0.6	-4	-0.5	4	-8	-13	/
CN(C)c1ccc(CNS(=O)(=O)c2ccc3c(c2)C(C)(C)C(=O)N3C)cc1	3	2	/	-2	0.2	-9	1.6	-4	-4	-7	2
CCn1c(Cn2nnc(-c3ccccc3)n2)nnc1SCC(=O)Nc1ccc(C(C)=O)cc1	0	2	/	-3	-1.3	-4	0.1	-1	-6	-4	25

2 entries from above, with bars between the fields:
compound | Keap1 Nrf2 FP | Mot1-301 SUMO | NSD2 inh | RTF Ca sens act | LANA DNA inh | Cardiac RTF inh | CDK5 p35 inh | Rtt109 HAT inh | dFosB activator | PvdQ acylase | PfHsp90 set2
O=C(CSCc1ccc(Cl)cc1)N/N=C/c1ccco1 | -1 | / | -5 | 3 | -1.0 | -8 | 3.4 | -1 | -9 | -2 | -10
Cc1ccc2c(c1)cc(CN(Cc1cccs1)C(=O)c1ccco1)c1nnnn12 | -7 | 14 | -3 | 6 | -0.6 | -4 | -0.5 | 4 | -8 | -13 | /
